BL2 CD40 inh: CD40 pathway inhibition in BL2 cells; 0.94% of 83,000 active; inhibition, % at 10 µM; BL2 NF-kB luciferase reporter, CD40L-induced, 4 h; AID 1053188;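 active = mean inhibition of at least 50% with a set share of replicates also reaching that level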;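 also: 0% = neutral control wells and 100% = IKK inhibitor VII at 50 µM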
* = called active by the depositor; & = joins results of further samples; [ ] = another dose, or the depositor's remark.

BL2 CD40 inh,SMILES
-7.4,CC1CCCN(C(=O)c2ccc(NC(=O)CC3SC(N4CCCC4)=NC3=O)cc2)C1 (stereo unspecified)
-28.5,CCOc1ccc(C(=O)NCC(c2cccs2)N2CCOCC2)cc1 (stereo unspecified)
16.2,COc1ccccc1OCC(=O)N1CCN(c2ccccc2OC)CC1
-3.3[25 µM],CCCNC(=O)N1CC2(CN(C(=O)c3cnccn3)C2)c2c([nH]c3cc(OC)ccc23)[C@@H]1CO
7.6,CC(C)CN(C(=O)COC(=O)C12CC3CC(CC(C3)C1)C2)c1c(N)n(Cc2ccccc2)c(=O)[nH]c1=O
2.0,O=S(=O)(NCCc1cn2ccccc2n1)c1ccc2c(c1)CCCC2
-1.2,Cc1cccc(CS(=O)(=O)c2ncc(CO)n2C)c1
76.1*,COc1cccc2sc(N3CCN(C(=O)c4ccc([N+](=O)[O-])o4)CC3)nc12
-12.7,Cc1[nH]c2ccccc2c1C(=O)C(=O)NCc1ccco1
-4.0,Cc1ccc(-c2nnc(NC(=O)c3ccc([N+](=O)[O-])o3)o2)c(C)c1
-9.4,Cn1c(SCCc2ccc([N+](=O)[O-])cc2)nccc1=O
-74.8,Cn1ncc2c(Nc3ccc(-c4ccccc4)cc3)ncnc21
5.7,O=C(CN1CCCCCCC1)Nc1cc(Cl)cc(Cl)c1
19.1,CCOc1cc(CO)cc(Br)c1OCC(N)=O
-5.9[25 µM],C[C@@H]1CN([C@@H](C)CO)C(=O)CCCn2cc(nn2)CO[C@H]1CN(C)C(=O)Nc1ccc(-c2cccs2)cc1
0.5,O=C(CN1CCCCC1)Nc1ccccc1NC(=O)CN1CCCCC1
-3.3[25 µM],CN1CCN(C(=O)C[C@H]2CC[C@@H]3[C@@H](COc4ccc(NC(=O)c5cccs5)cc4C(=O)N3C)O2)CC1
0.5,O=S(=O)(Cc1ccccc1)N1C[C@@H]2N[C@H](C1)C2c1ccc(-c2ccccc2)cc1 (stereo partly specified)
0.8,CC1(C(=O)Nc2ccccc2Br)CCN1C(=O)Cc1ccc(Cl)cc1Cl (stereo unspecified)
4.2,CCOc1ccccc1C(=O)NC1CCN(Cc2ccccc2)CC1
9.5[25 µM],COc1ccccc1CNC(=O)C[C@@H]1C=C[C@H](NC(=O)CC2CC2)[C@@H](CO)O1
13.9,Cn1c(=O)c2c(nc(NCc3ccco3)n2CCc2ccccc2)n(C)c1=O
7.3,CC(C)CNC(=O)Cn1nc(C(F)(F)F)c2c1CCCC2
-2.2,Cc1cccc(OCC(=O)Nc2ccccc2N2CCCC2)c1C
6.2,COc1ccc(N2CCN(C(CNC(=O)C3CCCCC3)c3ccco3)CC2)cc1 (stereo unspecified)
6.9,O=C(CC1C(=O)NCCN1Cc1ccccc1)NCCN1CCCCC1=O (stereo unspecified)
-2.5,O=C(Cc1ccc(Cl)cc1)Nc1ccccc1C(=O)Nc1ccc(C(=O)O)cc1
14.4,O=C(NCCN1CCc2ccccc2C1)C1CC(=O)N(C2CCCC2)C1 (stereo unspecified)
3.0,CC(C)CN(C(=O)CSc1nc2ccccc2[nH]1)c1c(N)n(Cc2ccccc2)c(=O)[nH]c1=O
8.4,N#Cc1ccc(-c2ccc(C3[C@H]4CNC[C@@H]3N4S(=O)(=O)c3ccccc3F)cc2)cc1 (stereo partly specified)
-4.2[25 µM],O=C(O)C[C@H]1C[C@H]2c3cc(NC(=O)Nc4ccc(C(F)(F)F)cc4)ccc3O[C@H]2[C@@H](CO)O1
2.8,CCCNC(=O)NC[C@H]1[C@H](c2ccc(C3=CCCC3)cc2)[C@H](CO)N1C(C)=O
-3.1,CN(CCCNC(=O)c1ccc(N2CCCC2=O)cc1)c1ccccc1
-4.1,O=c1c2ccccc2ncn1Cc1cccc2ccccc12
7.4,C[C@H](CO)N1C[C@H](C)[C@@H](CN(C)C(=O)Nc2ccc(C(F)(F)F)cc2)Oc2ccc(N(C)C)cc2C1=O
-1.8,CSc1sc(C(=O)N(C)C)c2c1S(=O)(=O)N(C)c1ccccc1-2
5.0[25 µM],CN1c2ccc(-c3ccccc3)cc2[C@H]2[C@H](CCN2C(=O)NC2CCCCC2)[C@@H]1CO
12.2,CC(C)(C)NC(=O)c1cccc2c1OC(C)(C)C2
3.5,Cc1ccc(C(=O)N2N=C3c4ccccc4S(=O)(=O)N3[C@H]2N(C)C)cc1
53.0*,c1ccc(-c2nc(NCc3ccco3)c3ccccc3n2)nc1

7 structures from above, arranged by molar mass, low to high.
BL2 CD40 inh,SMILES
-9.4,Cn1c(SCCc2ccc([N+](=O)[O-])cc2)nccc1=O
53.0*,c1ccc(-c2nc(NCc3ccco3)c3ccccc3n2)nc1
19.1,CCOc1cc(CO)cc(Br)c1OCC(N)=O
0.5,O=C(CN1CCCCC1)Nc1ccccc1NC(=O)CN1CCCCC1
-28.5,CCOc1ccc(C(=O)NCC(c2cccs2)N2CCOCC2)cc1 (stereo unspecified)
-1.8,CSc1sc(C(=O)N(C)C)c2c1S(=O)(=O)N(C)c1ccccc1-2
0.8,CC1(C(=O)Nc2ccccc2Br)CCN1C(=O)Cc1ccc(Cl)cc1Cl (stereo unspecified)

Later entries:
BL2 CD40 inh,SMILES
2.9,CC(C)N1CCC(N2CCN(Cc3ccc4nonc4c3)CC2CCO)CC1 (stereo unspecified)
10.2[25 µM],C[C@H]1CN([C@@H](C)CO)S(=O)(=O)c2ccc(C#CC3CC3)cc2O[C@H]1CN(C)Cc1ccccc1
7.1[25 µM],COc1cccc(S(=O)(=O)Nc2ccc3c(c2)[C@@H]2C[C@H](CC(=O)NC4CCCCC4)O[C@@H](CO)[C@@H]2O3)c1
2.0,COc1ccccc1C(=O)Nc1ccc2c(c1)nc1n2CCN(Cc2ccccc2)C1
20.3,COc1ccc(NC(=O)N[C@@H](CCSC)C(=O)O)cc1Cl
11.7,Cc1cc(NC(=O)CSCC(=O)Nc2nc3ccc(F)cc3s2)no1
2.9,O=C(CN1CCN(S(=O)(=O)c2ccc(F)c(Cl)c2)CC1)N1CCNC1=O
1.2[25 µM],C[C@@H]1CN([C@@H](C)CO)C(=O)c2cc(NC(=O)Nc3ccc4c(c3)OCO4)ccc2O[C@H]1CN(C)C
2.7,c1ccc2c(c1)OCC(c1nn3c(Cn4nnc5ccccc54)nnc3s1)O2 (stereo unspecified)
23.5,Cc1ccc(C(=O)NN2C(=O)C3C(C2=O)C2C=CC3C23CC3)cc1 (stereo unspecified)
8.5,O=C(CN1CC(=O)Nc2ccccc21)NCCc1ccc(Cl)cc1Cl
0.0[25 µM],CN(C)C(=O)c1cccc(-c2ccc([C@H]3[C@@H](CO)N4CCCCN(Cc5cccnc5)C[C@@H]34)cc2)c1
-76.9,CN(CC(=O)Nc1ccc2c(c1)OCO2)S(=O)(=O)c1cccs1
2.6,CCOC(=O)c1[nH]c2ccc(OC)cc2c1NC(C)=O
-1.2,N#C[C@@H]1[C@@H](c2ccc(C3=CCCCC3)cc2)[C@H](CO)N1C(=O)NC1CCCCC1
-3.5,CCC(NC(=O)c1cc(COc2cncc(Cl)c2)on1)c1ccncc1 (stereo unspecified)
17.1,COc1cccc(NC(=O)Cn2nnc(C(=O)NCCc3ccccc3)c2N)c1
12.1,COc1ccc(Sc2ncnc3onc(C)c23)cc1
11.8,O=C1CSC(c2ccc([N+](=O)[O-])cc2)N1CCN1CCCCC1 (stereo unspecified)
-3.8,O=C(COC(=O)c1cc2ccccc2cc1O)Nc1cccnc1Cl
-5.2,CCC(=O)N1CCc2cc(Br)cc(S(=O)(=O)NCC3CCCO3)c21 (stereo unspecified)
-11.0[25 µM],C[C@@H]1CN([C@H](C)CO)C(=O)CCCn2nncc2CO[C@H]1CN(C)Cc1ccc2c(c1)OCCN2C
1.1,CCOC(=O)c1c(C)nc(C(Cl)(Cl)Cl)nc1N
-3.5,CCOc1ccc(CCNC(=O)COC(=O)c2ccc(Br)o2)cc1OCC
4.2[25 µM],Cc1noc(C)c1S(=O)(=O)N(C)C[C@@H]1OCc2cnnn2CCCC(=O)N([C@H](C)CO)C[C@@H]1C
8.3,COc1ccccc1NS(=O)(=O)c1cccc(C(=O)N/N=C/c2ccc(OCC(=O)O)cc2)c1
-8.2[25 µM],COc1ccc2c3c(n(C)c2c1)[C@H](CO)N(C(=O)Nc1c(C)noc1C)CC31CN(CC2CC2)C1
2.0,COc1ccc(NS(=O)(=O)c2cccc(C(=O)NNC(=O)c3cncc(Br)c3)c2)cc1
1.0[25 µM],O=C(C[C@H]1C[C@H]2c3cc(NC(=O)C4CCOCC4)ccc3O[C@H]2[C@@H](CO)O1)NCc1cc(F)ccc1F
-90.0,O=C1OC(c2ccccc2)=N/C1=C\N1CCCCC1
-7.6,COC(=O)c1ccc2c(=O)[nH]c(COC(=O)c3c(-c4ccccc4Cl)noc3C)nc2c1
4.6,COc1ccc(NC(=S)NCCc2ccccc2)c(OC)c1
-55.4,COC(=O)c1c(C)[nH]c(C(=O)OCC(=O)c2ccc(C)s2)c1C
-1.1,CC1CCC(NC(=O)Cn2cnc3sccc3c2=O)CC1 (stereo unspecified)
-33.7,O=C(Nc1cccnc1)c1ccc(CSc2ccccc2)cc1
3.3,COC(=O)c1ccc(OC)c(CN2CCCN(Cc3ccc(F)cc3)S2(=O)=O)c1
9.0,CC(C)[C@@H]1C(=O)N[C@H](c2ccc3c(c2)OCO3)CC=CC[C@H](C)Oc2ccccc2C(=O)N1C (mixture of isomers)
7.4,CC(C)NC(=O)CN(c1cccc(Br)c1)S(C)(=O)=O
1.2,CCOc1ccc(-n2cnnn2)cc1S(=O)(=O)NC1CC1
-6.4,COC(=O)CNC(=O)C(Cc1c[nH]c2ccccc12)NC(=O)Oc1ccccc1 (stereo unspecified)
15.6,O=C(Cc1ccc([N+](=O)[O-])cc1)N/N=C/c1ccc([N+](=O)[O-])o1
5.0&-28.7[25 µM],COc1ccc(NC(=O)N2[C@@H]3CNC[C@H]2C3c2ccc(-c3ccccc3C)cc2)cc1 (stereo partly specified)
12.6,CCCCNS(=O)(=O)c1ccc(OCC(=O)OC)cc1
18.2[25 µM],CCCC#Cc1ccc2c(c1)O[C@H](CN(C)C(=O)CC)[C@@H](C)CN([C@H](C)CO)S2(=O)=O
11.2,N#C[C@@H]1[C@@H](c2ccccc2C2=CCCC2)[C@@H](CO)N1C(=O)NC1CCCC1
-5.0[25 µM],CO[C@@H]1CN(C)C(=O)c2ccc(NC(=O)Nc3cc(F)ccc3F)cc2OC[C@@H](C)N(C(=O)c2ccccn2)C[C@@H]1C
-1.3,COc1ccc(CCNC(=O)COC(=O)Cc2cccc3ccccc23)cc1
-42.2,O=S1(=O)CCN(OCc2ccc(Cl)cc2)CC1
-1.0,COc1ccc(S(=O)(=O)N2CCCC2CNC(=O)c2cccc(OC)c2)cc1 (stereo unspecified)
9.1,O=S(=O)(NCc1ccc(F)cc1)c1ccc(-n2cnnn2)cc1
-20.6,CCn1ccnc1CN(C)Cc1nc(-c2cccc(Cl)c2)no1
6.3[25 µM],CCCNC(=O)N1CC2(CCN(C(=O)Cc3cccnc3)CC2)c2c([nH]c3cc(OC)ccc23)[C@@H]1CO
3.3,COc1ccc(-c2ccc3c(c2)[C@H]2[C@H](CCN2C(=O)C2CCC2)[C@H](CO)N3C)cc1
1.0,COc1cccc(NC(=O)N(C2CCCCC2)C(C)c2cccs2)c1 (stereo unspecified)
1.5[25 µM],O=C(NC1CCCCC1)N1CC2(C1)[C@H](c1ccccc1)[C@@H](CO)N2S(=O)(=O)Cc1ccccc1
12.9,CCCCN(S(=O)(=O)c1ccccc1)S(=O)(=O)c1ccccc1

Next compounds
BL2 CD40 inh,SMILES
40.3[25 µM],C[C@@H]1CCCCO[C@@H](CN(C)C(=O)Nc2ccccc2)[C@H](C)CN([C@H](C)CO)C(=O)c2cc(NC(=O)Nc3ccccc3)ccc2O1
-15.2[25 µM],OCC1OC(n2cnc3c(NC4CCCC4)ncnc32)C(O)C1O (stereo unspecified)
22.9[25 µM],CO[C@@H](CN(C)S(=O)(=O)c1ccc(C)cc1)[C@H](C)CN([C@@H](C)CO)S(=O)(=O)c1cccc(Cl)c1
16.6[25 µM],C[C@H](CO)N1C[C@H](C)[C@H](CN(C)S(=O)(=O)c2ccccc2C#N)OCc2ccccc2-c2c(n(C)c3ccccc23)C1=O
-48.2,Cc1ccc(-c2cc(C(=O)n3cnc4ccccc43)c3ccccc3n2)cc1C
8.4,CC(=O)N(Cc1ccco1)C1(C(=O)NC2CCCC2)CCCCC1
-1.2,Oc1ccc(N2CCN(Cc3ccc(OCCCN4CCCCC4)cc3)CC2)cc1
-17.5[25 µM],C[C@@H]1CN([C@@H](C)CO)C(=O)c2cc(NC(=O)Nc3ccc4c(c3)OCO4)ccc2O[C@@H](C)CCCCO[C@@H]1CN(C)S(=O)(=O)c1ccccc1
1.6,Clc1cc(NC2CCCCC2)ncn1
3.2,Cc1ccc(NC(=S)NNC(=O)Cn2nc([N+](=O)[O-])cc2C)cc1
4.9[25 µM],C[C@H](NC(=O)[C@H]1[C@H](CO)[C@H]2Cn3c(ccc(-c4ccccc4)c3=O)[C@H]2N1C)c1ccccc1
6.1,Cc1ccc(S(=O)(=O)N2CCC(C(=O)Nc3nnc(C)s3)CC2)cc1
0.6,O=[N+]([O-])c1ccc(S(=O)(=O)N2CCN(c3ccc(N4CCOCC4)nn3)CC2)cc1
8.3,C=CCN1C(=O)N(c2ccc(Cl)cc2)C(=O)C1CC(=O)Nc1ccc(F)cc1 (stereo unspecified)

Gathered by group: the entries above containing a CF3 group
BL2 CD40 inh,SMILES
7.3,CC(C)CNC(=O)Cn1nc(C(F)(F)F)c2c1CCCC2
-4.2[25 µM],O=C(O)C[C@H]1C[C@H]2c3cc(NC(=O)Nc4ccc(C(F)(F)F)cc4)ccc3O[C@H]2[C@@H](CO)O1
7.4,C[C@H](CO)N1C[C@H](C)[C@@H](CN(C)C(=O)Nc2ccc(C(F)(F)F)cc2)Oc2ccc(N(C)C)cc2C1=O

From PubChem

This is a subset. The share of hits here may be higher or lower than overall.
